Source: PubChem BioAssay (several laboratories)
MITF act – activators of MITF-driven TRPM1 promoter activity in SK-MEL-5 cells. SK-MEL-5 TRPM1-promoter luciferase, 24 h; % of positive control, neutral wells = 0. activation, % at 12.5 µM. 300,000 compounds, 0.75% hits. AID 588334;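 active means mean activation of at least 80% with every replicate also reaching 80%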;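 further: 0% = neutral control wells and 100% = parthenolide positive control wells; values of inactives mirror those of a sister screen read the other way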
phage Ecoli inh – E. coli growth loss with phage present; inhibition, % at 11.9 µM; AID 651602; 360,000 compounds, 0.26% hits; growth absorbance; in the data active means inhibition above about 11%
SR-BI HDL uptake – inhibitors of mouse SR-BI mediated HDL lipid uptake; Q61009; ldlA[mSR-BI] CHO cells, DiI-HDL uptake fluorescence, 3 h; inhibition, % at 12.5 µM; 320,000 compounds, 0.96% hits; AID 488896;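 active means mean replicate inhibition of at least 70% and a set share of replicates each scoring 70 or more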;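 further: 0% = median of neutral control wells and 100% = median of positive control wells; values of inactives mirror those of a sister screen read the other way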
Target sequence (Q61009 whole entry, looked up): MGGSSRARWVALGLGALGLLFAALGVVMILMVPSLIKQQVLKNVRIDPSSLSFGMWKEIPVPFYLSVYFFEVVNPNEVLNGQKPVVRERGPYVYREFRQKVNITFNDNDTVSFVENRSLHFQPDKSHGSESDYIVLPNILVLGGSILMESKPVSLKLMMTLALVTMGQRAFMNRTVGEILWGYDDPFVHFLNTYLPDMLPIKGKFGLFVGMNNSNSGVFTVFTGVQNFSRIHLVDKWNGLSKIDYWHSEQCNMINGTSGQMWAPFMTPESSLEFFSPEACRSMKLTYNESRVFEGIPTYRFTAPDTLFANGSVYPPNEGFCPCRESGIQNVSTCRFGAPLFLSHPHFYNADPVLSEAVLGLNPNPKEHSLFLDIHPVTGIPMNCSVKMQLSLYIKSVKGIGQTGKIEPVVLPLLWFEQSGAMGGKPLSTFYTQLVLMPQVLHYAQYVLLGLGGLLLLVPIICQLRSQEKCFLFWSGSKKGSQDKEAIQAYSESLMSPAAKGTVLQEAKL
Tat export inh – blocks Tat-dependent protein export in E. coli; E. coli MC4100 TorA-mCherry Tat export, fluorescence; inhibition, % at 10 µM; 340,000 compounds, 0.036% hits; AID 488895;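 active means mean replicate inhibition at least 50% and at least half of replicates individually reaching 50%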;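 further: exported cargo escapes ClpAP degradation while cytoplasmic cargo is degraded and loses fluorescence; 0% = median of neutral control wells and 100% = median of NaSCN control wells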
CAL PDZ FP-1 – inhibitors of human CAL PDZ peptide binding; Q9HD26; purified CAL PDZ, TMR-peptide fluorescence polarization, 1 h; inhibition, % at 24.9 µM; 300,000 compounds, 0.92% hits; AID 602252;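 active means mean inhibition of at least 30% with at least half of replicates also reaching 30%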;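 further: 0% = DMSO neutral control and 100% = excess unlabeled competitor peptide PRC23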
CAL PDZ FP-2 – human CAL PDZ-peptide interaction inhibition; Q9HD26; purified CAL PDZ, TMR-peptide fluorescence polarization, 1 h; inhibition, % at 20 µM; 330,000 compounds, 0.02% hits; AID 504414;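 active means highest replicate inhibition of at least 40%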;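 further: plate controls were DMSO neutral control wells for no effect and unlabeled competitor peptide control wells for full effect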
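Material: tagged CAL PDZ domain; buffer or medium: 25 mM sodium phosphate pH 7.4, 150 mM NaCl, TCEP, IgG, Thesit; compound dosing: single point, 20 µM; schedule: 1 h incubation at room temperature before polarization reading; measured by: FP readout, S and P plane fluorescence; read-out basis: percent inhibition from loss of millipolarization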
SR-BI DiI-HDL act – enhances SR-BI lipid uptake from DiI-HDL | CHO ldlA[mSR-BI] cells, DiI-HDL uptake fluorescence, 3 h; 100 = double the neutral-control signal | activation, % at 12.5 µM | 320,000 compounds, 0.096% hits | AID 504775;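 active means mean replicate activation of at least 60% and every replicate at or above 60%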;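 further: 0% = median plate neutral-control signal and 100% = twice that signal; values of inactives mirror those of a sister screen read the other way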
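Assay system: LDL receptor-deficient CHO ldlA cells overexpressing murine SR-BI / Medium: BSA-supplemented, HEPES-buffered Ham's F12, pH 7.4 / Probe or stimulus: DiI-labelled HDL at 10 µg/mL final / Timing: compound with DiI-HDL co-incubation, 3 h at 37 °C / Technique: bottom-read cell fluorescence after medium removal, ex 550/em 595 nm / Measure: HDL uptake via cellular fluorescence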
Wnt act – Wnt/beta-catenin pathway activation; Wnt/beta-catenin reporter cell assay, activator, plate reader; activation, % at 9.35 µM; 300,000 compounds, 1.2% hits; AID 743398; in the data active means activation above about 30%, passing the limit was not always enough;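 further: 0% = neutral control wells and 100% = positive control wells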
AddAB inh – less growth of phage-infected E. coli with AddAB; E. coli expressing H. pylori AddAB, absorbance growth; inhibition, % at 11.9 µM; 330,000 compounds, 0.29% hits; AID 435030; in the data active means inhibition above about 12%;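 further: 0% = vehicle wells of infected cells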
E coli growth – reduces bacterial viability in AddAB counter-screen; 330,000 compounds, 0.27% hits; E. coli V3065 growth, OD600 absorbance, 18 h; inhibition, % at 11.9 µM;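 active means inhibition above the campaign's mean inhibition across all tested compounds plus 3 SD, cut at about 9.9% in these data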;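 further: uninfected addAB+ strain grown without phage in ampicillin broth; 0% = DMSO wells and 100% = ciprofloxacin 0.95 µg/ml wells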
Active calls of the source: *; / = not tested or not shown.

SMILES	MITF act	phage Ecoli inh	SR-BI HDL uptake	Tat export inh	CAL PDZ FP-1	CAL PDZ FP-2	SR-BI DiI-HDL act	Wnt act	AddAB inh	E coli growth
Cc1c(NC(=O)C(C)OC(=O)c2c3c(nc4ccccc24)CCC3)c(=O)n(-c2ccccc2)n1C (centres undefined)	2	3.4	1	-5	-2	0.0	-1	0	-0.8	-1.6
Cc1ccc2cc(C)c(SCC(=O)Nc3ccc(S(=O)(=O)N4CCCC4)cc3)nc2c1	-3	1.2	/	0	-2	-2.8	/	-2	-1.0	0.9
O=C(Nc1ccc(S(=O)(=O)Nc2nccs2)cc1)c1cccc(F)c1	/	2.5	/	0	-5	-2.3	/	4	3.4	0.9
CN(C)S(=O)(=O)c1cccc(C(=O)OCC(=O)NCc2ccccc2)c1	/	0.6	24	-6	-3	0.0	-24	-5	2.2	-1.3
CCO[C@@H]1OC(C(=O)NC2CC2)=C[C@H](c2ccc(Br)cc2)[C@H]1CCCO	-12	1.8	6	7	-2	-1.3	-6	2	-2.3	-1.6
Cc1ccc(C(NC(=O)c2ccccc2)C(Cl)Cl)cc1 (centres undefined)	-18	3.6	-5	-5	-5	-2.1	5	1	-4.4	-0.5
CCOC(=O)c1c(C)[nH]c(C(=O)OC(C)C(=O)NCc2ccccc2)c1C (centres undefined)	2	3.6	17	-8	-4	-1.6	-17	-6	-1.5	0.0
COc1ccccc1CNc1nc2ccccc2n1CCN1CCCCC1	/	1.4	10	-1	-1	-1.2	-10	2	0.7	0.2
N#C/C(=C\c1ccc(C(=O)O)cc1)c1nc2sc3c(c2c(=O)[nH]1)CCCC3	0	3.1	/	-6	-1	-2.0	/	1	/	/
Cc1ccc(/C=N/NC(=O)c2nnn(-c3nonc3N)c2CSc2ccc(Cl)cc2)o1	-6	1.6	-6	-3	-3	-0.8	6	3	5.1	-1.8
O=C(CSc1nc2ccccc2[nH]1)NCc1ccco1	12	3.3	23	5	-1	-2.7	-23	4	0.6	2.6
CC(=O)Nc1ccc(NC(=O)C(C)OC(=O)/C=C/c2ccc3c(c2)OCO3)cc1 (centres undefined)	11	2.9	7	-1	0	-0.9	-7	-1	5.0	-1.1

Pulled by compound from the list above:
SMILES	MITF act	phage Ecoli inh	SR-BI HDL uptake	Tat export inh	CAL PDZ FP-1	CAL PDZ FP-2	SR-BI DiI-HDL act	Wnt act	AddAB inh	E coli growth
CCO[C@@H]1OC(C(=O)NC2CC2)=C[C@H](c2ccc(Br)cc2)[C@H]1CCCO	-12	1.8	6	7	-2	-1.3	-6	2	-2.3	-1.6
N#C/C(=C\c1ccc(C(=O)O)cc1)c1nc2sc3c(c2c(=O)[nH]1)CCCC3	0	3.1	/	-6	-1	-2.0	/	1	/	/

Further records
SMILES	MITF act	phage Ecoli inh	SR-BI HDL uptake	Tat export inh	CAL PDZ FP-1	CAL PDZ FP-2	SR-BI DiI-HDL act	Wnt act	AddAB inh	E coli growth
CCCNC(=O)C(NS(=O)(=O)c1cccc2nsnc12)c1ccccc1 (centres undefined)	3	4.2	-1	-16	-3	-0.6	1	-1	2.0	-1.7
Cc1cc(S(=O)(=O)NCc2ccccc2)ccc1OCC(=O)N1CCOCC1	-2	1.8	29	1	-3	-0.3	-29	-2	-1.9	-0.9
O=C(NC1=NCCS1)c1cc(-c2ccc(F)cc2)nc2ccccc12	41	0.6	35	-2	-3	-2.3	-35	/	5.1	-0.2
COc1ccc(-c2csc(N(CC3CCCO3)C(=O)c3ccccc3)n2)cc1 (centres undefined)	6	2.3	51	0	-3	-1.8	-51	3	0.5	-2.4
O=C1[C@@H]2CSCN2C(=O)CN1Cc1c(F)cccc1Cl	0	0.7	11	-6	0	-0.2	-11	2	0.4	-0.7
CC1(C)CC2CC(C)(CN2C(=O)COC(=O)c2cccc(O)c2)C1 (centres undefined)	-3	-1.1	-6	0	-11	0.0	6	-4	3.1	1.6
CCOC(=O)c1c(NC(=O)COC(=O)CC(NC(C)=O)c2ccccc2)sc(C(=O)NC)c1C (centres undefined)	-2	-0.6	18	-5	-1	-1.6	-18	-3	3.4	0.2
O=C(CCC(F)(F)F)N1CCCC(CO)(CCc2ccccc2)C1 (centres undefined)	/	-0.1	-21	1	-3	-0.3	21	0	-0.2	-0.8
Cc1nn(CCOc2ccccc2)c(=O)n1-c1c(F)cccc1F	/	2.6	-7	-3	-2	-0.5	7	60*	1.4	-0.8
O=C(Nc1ccc(NC(=S)NC(=O)c2ccccc2Cl)cc1)c1cccc(Cl)c1	21	0.8	51	-3	-1	-0.6	-51	/	3.3	1.5
CCSc1ccc(-c2ccco2)nn1	49	3.4	-10	-7	-1	-0.4	10	-1	0.3	1.4
CN(C)S(=O)(=O)c1cccc(NC(=O)CSc2nncn2-c2ccccc2)c1	-19	1.4	-24	-3	-1	14	24	-2	4.2	-0.3
CCOc1ccc2c(c1)C(=NNC(=O)c1ccccn1)c1cc(OCC)ccc1-2	11	4.2	/	-7	-3	-3.3	/	0	/	/
CC1CCCC(C)N1CCCNC(=O)c1cc2c(s1)-c1ccccc1OC2 (centres undefined)	-61	1.0	-39	-3	-5	-5.4	39	0	1.8	-2.1
CCCCNC(=O)c1cc(C)nc2ccccc12	-7	-0.8	5	15	0	-0.7	-5	1	4.7	4.4
CCOc1ccc(CNC(=O)c2ccccc2NC(=O)C2=CSCCO2)cc1	-4	-1.9	19	1	6	-0.1	-19	1	0.4	-0.2
Fc1ccc(NCc2nnc3n2CCCCC3)cc1	10	1.5	3	-6	/	0.0	-3	-1	2.7	1.5
O=C(Nc1ccc(Cl)cc1Cl)c1cccc(N2C(=O)C=CC2=O)c1	-34	0.5	24	3	1	0.6	-24	4	0.1	0.0
Cc1cc(C)c2cc(CN(Cc3cccnc3)C(=O)c3ccc(F)cc3)c(Cl)nc2c1	-14	0.2	16	0	-4	-1.4	-16	-4	4.4	-0.4
COc1ccc(C2N=C(c3ccccc3)NC(c3ccccc3)=N2)cc1	-6	0.9	29	-17	-2	-2.8	-29	/	-1.6	-0.7
CN(CC(=O)NCc1ccc(F)cc1)S(=O)(=O)c1ccc2c(c1)c(=O)n(C)c(=O)n2C	-5	3.2	-8	-9	3	-1.1	8	0	2.4	-0.5
CCN(CC)CC(=O)N1CCCC(N2CCN(c3cccc(C(F)(F)F)c3)CC2)C1 (centres undefined)	/	1.5	-15	-5	-5	-0.3	15	0	0.9	-1.5
COc1ccc(NC(=S)NNS(=O)(=O)c2ccc3ccccc3c2)c(OC)c1	4	2.7	-6	-2	-1	0.3	6	0	0.0	-0.9
CC(=O)NC(CC(=O)NNC(=O)c1cccs1)c1ccccc1 (centres undefined)	6	2.1	-13	2	0	-1.5	13	1	0.2	2.5
COCCN(CCOC)C(=O)CC(=O)N(CCOC)CCOC	14	7.5	-20	12	/	-0.8	20	-5	0.7	1.7
COc1ccc(Nc2nc(NCc3ccco3)nc(N/N=C/c3ccccc3)n2)cc1	2	-2.4	19	-1	-2	-0.5	/	/	-1.0	2.2
Cc1ccc(N=CC=C2OC(C)(C)C(C)(C)O2)cc1	27	1.1	-29	24	-1	-2.7	29	9	1.5	0.3
Clc1ccc(-c2nnn(Cc3nc4ccccc4s3)n2)cc1	3	-1.1	-19	5	-5	-1.3	19	23	1.6	1.0
CN(C)c1nc(C#N)nc(N(C)C)n1	0	-2.1	/	-5	4	-0.3	/	-2	0.4	-1.5
COCC(=O)Oc1c(S(=O)(=O)c2ccc(C)cc2)c(C)nn1C(C)(C)C	3	2.0	-11	0	-1	-0.6	11	4	1.6	-0.3
COc1ccc(OC)c(Cc2nnc(CCC(=O)N3CCCCC3)o2)c1	31	1.2	-44	5	18	-0.5	44	19	5.5	-1.2
CC(Nc1nc(-c2cccnc2)nc2ccccc12)c1ccc(F)cc1 (centres undefined)	/	0.5	/	13	-7	-3.2	/	-1	1.3	1.5
COc1cccc(-c2cc(N)nn2C(=O)Nc2ccc(Cl)cc2)c1	/	6.9	-3	-7	/	-0.7	3	12	-1.0	-1.5
CCOC(=O)C1CCCN(C(=O)Cc2ccc(OC)c(OC)c2)C1 (centres undefined)	/	1.1	-13	1	2	-2.3	13	-3	-1.9	0.0
CCOC(=O)N1CCN(C(=O)c2cn(CC)c3ccc(S(=O)(=O)N4CC(C)CC(C)C4)cc3c2=O)CC1 (centres undefined)	-6	2.7	-14	-2	1	-1.4	14	0	1.2	0.8
COc1ccc2c(CC(=O)Nc3ccc(OC)c(S(=O)(=O)N4CCOCC4)c3)coc2c1	0	1.2	1	-10	-1	-2.9	-1	2	1.9	-1.2
CCc1nc(SCC(=O)N2CCCC2)c2ccccc2n1	-2	2.2	3	3	-3	-2.0	-3	-3	0.0	0.4
CCCN1CCc2c(sc3nc(SC)n(-c4ccccc4)c(=O)c23)C1	-13	3.6	-53	-6	/	-1.2	53	10	2.6	0.0
COCC[N+]1(C)CCCCC1	3	1.6	12	-3	/	0.1	-12	0	2.1	1.1
CN(Cc1cccnc1)C(=O)CC1C(=O)NCCN1CC(c1ccccc1)c1ccccc1 (centres undefined)	-4	1.5	-20	-4	-1	-1.5	20	-5	-0.3	0.6
Cc1ccccc1C(=NCCCN(C)C)c1ccccc1C	7	3.1	-39	-4	-5	-0.1	39	/	4.5	3.0
COC(=O)c1ccccc1NC(=O)C12CCC(C)(C(=O)O1)C2(C)C (centres undefined)	0	-1.4	41	-4	-3	-1.4	-41	-7	-1.6	-0.6
CCCNC(=O)c1ccc(Cl)cc1Cl	-1	0.7	-10	0	-4	-0.8	10	0	2.4	0.3
N=c1ccn(Cc2cccc(Cl)c2)cc1	-24	1.9	2	1	-3	0.7	-2	2	2.6	4.5
O=C(NCc1ccccc1)C1=C[C@H](c2ccc(C(F)(F)F)cc2)C[C@H](OCCCCO)O1	1	2.7	6	-7	-1	0.3	-6	1	-1.1	-1.3
O=C(NCCc1ccc(F)cc1)Nc1ccccc1Cl	16	-1.0	-2	1	2	-2.4	2	5	/	/
CC(=NNC(=O)c1cccc(S(=O)(=O)N2CCOCC2)c1)c1ccccc1	12	1.8	16	1	-4	-2.2	-16	1	1.2	2.6
C#Cc1cccc(-n2nnc(C(C)=O)c2C)c1	4	1.3	3	0	-1	-0.3	-3	0	6.9	-0.3
CN(Cc1ccccc1)C(=S)NC(=O)c1cccs1	-4	-2.4	-3	3	5	-3.2	3	-2	-2.8	-6.8
C=CCN(c1ccccc1OC)S(=O)(=O)c1cccc(C(=O)OCC(=O)c2c(N)n(C)c(=O)n(C)c2=O)c1	-23	-0.7	13	9	-5	-1.9	-13	0	/	/
CCOC(=O)N1CCN(c2c(NCc3ccc(Cl)cc3)c(=O)c2=O)CC1	-24	3.0	-41	-7	/	-0.6	41	-1	1.1	1.0

Individual results from above:
`O=C(NCc1ccccc1)C1=C[C@H](c2ccc(C(F)(F)F)cc2)C[C@H](OCCCCO)O1` @ phage Ecoli inh = 2.7
`O=C(NCCc1ccc(F)cc1)Nc1ccccc1Cl` @ CAL PDZ FP-1 = 2
`CN(Cc1ccccc1)C(=S)NC(=O)c1cccs1` @ CAL PDZ FP-2 = -3.2
`CC(=NNC(=O)c1cccc(S(=O)(=O)N2CCOCC2)c1)c1ccccc1` @ Tat export inh = 1
